OX1R antag-1: OX1R (HCRTR1) antagonists, primary screen, fluorescence, CHO/OX1R cells, Fluo-8 calcium, orexin A | Fluo-8 calcium fluorescence | inhibition, % at 5 µM | 0.43% of 330,000 active | AID 434989, 2010;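 active = inhibition above its plate's threshold, mean inhibition of all tested compounds on the plate plus 3 SD, cut at about 37% in these data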;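 note: 0% = orexin A challenge wells and 100% = SB-334867-A antagonist wells; not every result past the cut was called active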
Target sequence (O43613 whole entry, looked up): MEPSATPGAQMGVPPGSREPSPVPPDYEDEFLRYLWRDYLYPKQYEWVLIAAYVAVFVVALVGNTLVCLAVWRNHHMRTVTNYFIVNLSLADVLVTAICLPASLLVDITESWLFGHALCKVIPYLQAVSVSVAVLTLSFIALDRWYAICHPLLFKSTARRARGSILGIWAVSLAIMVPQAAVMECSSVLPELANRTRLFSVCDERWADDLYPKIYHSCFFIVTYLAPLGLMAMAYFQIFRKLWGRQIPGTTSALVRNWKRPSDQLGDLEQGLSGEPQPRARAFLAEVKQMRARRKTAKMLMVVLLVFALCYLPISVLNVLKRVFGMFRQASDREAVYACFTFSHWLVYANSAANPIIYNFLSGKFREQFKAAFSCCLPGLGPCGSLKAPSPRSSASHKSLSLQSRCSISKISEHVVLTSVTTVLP
CHT PAM: CHT positive allosteric modulators, primary screen, cell-based, membrane potential dye, choline EC20; High affinity choline transporter 1 (Homo sapiens), Q9GZV3; CHT-expressing cells; active compounds read high; LV-AA mutant CHT in HEK293 cells; B-score at 10 µM; 0.49% of 310,000 active; AID 488977, 2010;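 active = initial fluorescence not abnormally high and integrated response B-score, plate-corrected, over 3 SD above library mean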
Target sequence (Q9GZV3 whole entry, looked up): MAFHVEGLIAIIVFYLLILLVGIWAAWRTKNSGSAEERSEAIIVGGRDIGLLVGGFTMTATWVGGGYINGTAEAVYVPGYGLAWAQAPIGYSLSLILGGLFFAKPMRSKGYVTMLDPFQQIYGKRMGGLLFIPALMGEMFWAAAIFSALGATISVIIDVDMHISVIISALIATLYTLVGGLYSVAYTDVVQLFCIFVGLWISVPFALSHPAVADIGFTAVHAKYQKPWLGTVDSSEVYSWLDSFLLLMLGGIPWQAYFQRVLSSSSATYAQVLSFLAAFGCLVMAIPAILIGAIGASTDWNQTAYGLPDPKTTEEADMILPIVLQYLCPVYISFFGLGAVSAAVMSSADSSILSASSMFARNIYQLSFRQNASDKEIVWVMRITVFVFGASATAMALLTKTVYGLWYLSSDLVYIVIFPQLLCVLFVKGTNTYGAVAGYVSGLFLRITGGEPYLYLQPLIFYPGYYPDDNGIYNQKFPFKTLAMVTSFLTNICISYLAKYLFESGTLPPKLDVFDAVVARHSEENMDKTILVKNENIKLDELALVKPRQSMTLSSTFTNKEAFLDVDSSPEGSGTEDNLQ
OX1R antag-2: antagonists of human orexin 1 receptor (OX1R); inhibition, % at 6.6 µM; OX1R-expressing cells, FRET antagonist read-out; AID 485270, 2010; 1.8% of 330,000 active; in the data active = inhibition mostly above about 38%, no sharp cut-off; inactive = mostly below about 40%;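 note: 0% = agonist challenge alone and 100% = reference antagonist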
Active calls of the source: *; i = inactive; x = no result given.

SMILES	OX1R antag-1	CHT PAM	OX1R antag-2
CC(C)OCCCNc1ccc(N2C(=O)CCCC2=O)cc1[N+](=O)[O-]	-11	i	17
Cc1ccc(S(=O)(=O)Nc2cccc(C(=O)NCC(c3ccccc3)N(C)C)c2)cc1F (centres undefined)	-36	i	21
COc1cccc(C(=O)N(Cc2ccc3c(c2)OCO3)Cc2nc3ccccc3c(=O)[nH]2)c1	-9	i	57
CCC1=Nc2cc(C(=O)NCCCOC(C)C)ccc2Sc2ccccc21	-39	i	20
Cc1nc(SCc2c(F)cccc2Cl)n[nH]1	-3	i	9
Oc1ccccc1N=Nc1nc(-c2ccccc2)c(-c2ccccc2)[nH]1	-9	i	22
CCN(CC)S(=O)(=O)c1cc(NC(=O)C(C)N2CCc3ccccc32)ccc1C (centres undefined)	-18	i	37
Cn1cc(Cl)c(C(=O)NC2CCCC2)n1	5	i	16
Cc1ccc(C(=O)Cn2nnc(-c3cccs3)n2)cc1	-16	i	14
CCc1nnc(NC(=O)CSc2nc3[nH]ncc3c(=O)[nH]2)s1	-10	i	10
O=C(CCNC(=O)Cn1ccc2ccccc2c1=O)NCCN1CCc2ccccc2C1	-12	i	17
CCCCCCCN1C=CC(=O)CC1	-7	i	10
COC(=O)Nc1sc2c(c1C(N)=O)CCC(C)C2 (centres undefined)	-20	i	21
O=C(CNS(=O)(=O)c1ccc(Br)cc1Cl)OCC(=O)N1CCCC1=O	-4	x	2
Cc1ccc(OCC(O)CN2CCOCC2)c(C)c1 (centres undefined)	-37	i	6
C=CC#CC1(O)CC(C)[N+](C)(C)CC1C (centres undefined)	4	i	16
NC(=O)[C@@H]1CCCN1Cc1nc(Cc2ccccc2F)no1	5	i	-3
Cc1ccc(NCCC(=O)c2ccc(Cl)cc2)cc1	-15	i	9
COc1ccccc1N1CCN(CC(=O)Nc2ccc(C)c(F)c2)CC1	-14	i	3
Cc1ccccc1NC(=S)c1nc2ccccc2[nH]1	-9	i	8
COc1ccc(NC(=O)CN(C)C(=O)c2cccc(Oc3ccccc3)c2)cc1	-29	x	0
O=C(OCC(=O)N1CCCc2ccccc21)c1ccc(Br)o1	-8	i	8
CO/N=C(/C)CCS(=O)(=O)c1ccccc1	-25	i	10
COc1ccc(NC(=O)Nc2ccccc2C)c(OC)c1	-14	i	16
Cc1cc(NC(=O)CSc2ncnc3c2cnn3-c2cccc(Cl)c2)no1	-16	i	-9
O=C(c1ccc(-c2ccc([N+](=O)[O-])cc2Cl)o1)N1CCOCC1	-15	i	31
CCn1nc(C)c(NC(=O)CSc2nnc(-c3ccco3)n2C)c1C	-4	i	-1
CCC1(CC)Cc2ccccc2-c2[nH]c(=S)[nH]c(=O)c21	-22	i	7
Cc1cc(C)n2nc(C(=O)N/N=C/c3ccc(Cl)cc3)nc2n1	-2	i	13
CNC(=O)CSc1nnc(CCc2ccccc2)n1-c1ccccc1	-14	i	2
CN1CC=C2C(C#N)=C(N)C(C#N)(C#N)C(c3ccsc3)C2C1 (centres undefined)	10	i	40
O=C(COc1cc(Cl)ccc1Cl)Nc1ccc2c(c1)CCC2	7	i	10
CSCC(C)N1CCC(CO)(CCCc2ccccc2)CC1 (centres undefined)	-14	i	9
CCCc1nnc(SCC(=O)N2CCCCC2C)n1CC1CCCO1 (centres undefined)	-10	i	17
Nc1ncnc2oc(-c3ccco3)c(-c3ccco3)c12	-7	i	16
CCCNCC(O)COc1ccccc1C(=O)CCc1ccccc1 (centres undefined)	-7	i	9
COc1ccc(NC(=O)CSc2n[nH]c(N)n2)cc1OC	-19	i	7
Cc1ccc(S(=O)(=O)N(C)C)cc1NC(=S)NCCc1ccccn1	-12	i	7
CCOc1ccc(CCNC(=O)CCc2nnc3ccc(N4CCOCC4)nn23)cc1	-9	i	9
CCOc1ccc(/C=C2/C(=O)N(c3ccc(OC)cc3)C(=S)N2CC(=O)OC)cc1OCC	-8	i	25
CCOC(=O)C1(Cc2ccccc2)CCN(Cc2cccc3nccnc23)CC1	-27	i	21
O=C(NCc1ccc(F)cc1)C1CCCN(C(=O)NCc2ccccc2)C1 (centres undefined)	-6	i	5
CNC(=O)CCCc1nc(-c2ccccc2Cl)no1	-9	i	18
CC(/C=C/c1cccc([N+](=O)[O-])c1)=N/NC(=O)c1cccnc1	-15	i	44
CC(OC(=O)c1oc2ccccc2c1COc1ccccc1)C(N)=O (centres undefined)	-18	i	18
CN1CCC(N(C)C(=O)Cc2ccccc2[N+](=O)[O-])CC1	-4	i	11
CC(=O)OC(Cn1ccnc1)c1ccccc1 (centres undefined)	-9	i	2
COc1ccc(NC(=O)c2cc(S(=O)(=O)N(Cc3ccccc3)c3ccccc3)ccc2Cl)cn1	-11	i	13
O=C(Nc1cc2c(ccc3ccccc32)oc1=O)C1CCCCC1	0	i	5
CCn1c(C(=O)NC2CCC(C)CC2)cc2sccc21 (centres undefined)	-35	i	17
COc1ccc(C(=O)NC2(C(F)(F)F)N=C3SCCN3C2=O)cc1 (centres undefined)	3	i	-8
Cc1ccc(S(=O)(=O)N(C)c2ccc(OC(=O)CN3C(=O)NC4(CCCC4)C3=O)cc2)cc1C	-23	i	15
CC1CCN(C(=O)CSc2nc3[nH]ncc3c(=O)[nH]2)CC1	-3	i	18
Cc1ccsc1/C=N\NC(=O)CC(=O)NCc1ccccc1	0	i	17
CC(C)(C)c1ccc(C(=O)O)c(C(=O)c2ccccc2)c1	-21	i	33
Cn1c(SCC(=O)N2CCCc3ccccc32)nnc1-c1ccccc1	-21	i	7
CC1CC(C)CN(C(=O)CCC(=O)Nc2nnc(C(C)C)s2)C1 (centres undefined)	-12	i	-4
COc1cc(OC)cc(-c2n[nH]c(=S)n2-c2ccc3c(c2)OCCO3)c1	-17	i	5
Cc1cc(Br)ccc1NC(=O)C1CCN(S(=O)(=O)c2cnc[nH]2)CC1	-10	i	14
COCCN(C(=O)C(F)(F)F)C(C(=O)NC1CCCCC1)c1ccco1 (centres undefined)	-11	i	26
Other compounds.
SMILES	OX1R antag-1	CHT PAM	OX1R antag-2
Cc1ccc2c(c1)NC(=O)C(CC(=O)Nc1ccc(CN3CCC(C)CC3)cc1)O2 (centres undefined)	-8	i	6
CCOC(=O)Nc1ccc2c(c1)N(C(=O)CCCl)c1ccccc1[S@]2=O	-1	i	-2
Cc1ccc(COc2coc(CO)cc2=O)cc1	-11	i	4
CCN(CC)S(=O)(=O)c1cc(NC(=O)c2ccc(Br)s2)ccc1C	7	i	46
CCOc1ccc(N(CC(=O)NCCSc2ccccn2)S(=O)(=O)c2ccc(Cl)cc2)cc1	-37	i	15
CC(C)CC(=O)NC(=S)NCc1ccccc1	-10	i	18
CC(C)C(=O)NC(=S)Nc1ccc(S(=O)(=O)NC(C)(C)C)cc1	-8	i	15
C[n+]1ccn(CC(=O)c2ccc(Cl)cc2)c1	5	i	5
COc1cc(Cl)ccc1OCc1cc(C(=O)NCCCN2CCCC2=O)no1	-9	i	15
CC(O)CN1CCN(C(=O)CN2C(=O)NC(c3ccccc3)(c3ccccc3)C2=O)CC1 (centres undefined)	-5	i	1
COc1cccc(N(C(=O)C2CSC(=O)C2)C(C(=O)NC(C)(C)C)c2ccncc2)c1 (centres undefined)	-14	i	22
O=C(Nc1cccc(F)c1)c1cc(S(=O)(=O)NCCC2=CCCCC2)ccc1F	-18	i	8
COc1ccc(C)cc1NC(=O)CN(C)S(=O)(=O)c1cccs1	-37	i	2
N#Cc1ccc(NC(=O)N2CCC(c3nc4c(nnn4Cc4cccc(Cl)c4)c(=O)[nH]3)CC2)cc1	-10	i	3
COc1cc2ccc(=O)oc2c(O)c1OCC=C(C)C	-14	i	6
CNCC[C@@H](Oc1ccccc1C)c1ccccc1	-7	i	10
COc1ccc(C(C)=O)cc1CSc1nc2nc(C)cc(C)n2n1	-22	i	24
O=C(NCc1ccccc1CN1CCCC1)c1cc2ccccc2o1	-12	x	-3
CCOC(=O)c1c(C)[nH]c(C(=O)COC(=O)c2ccc(N3CCCC3=O)cc2)c1C	-24	i	9
O=C(O)CCCn1cc(NC(=O)COc2ccccc2F)cn1	-9	i	14
Cc1ccc(-c2c[n+](CC(=O)N3c4ccccc4Sc4ccccc43)c3n2CCC3)cc1	-10	i	5
CC(=O)N1N=C(c2ccc(C)o2)CC1c1ccc(Br)cc1 (centres undefined)	-21	i	10
COc1ccccc1NC(=S)NC(C)=O	-6	i	4
CCOC(=O)Cc1csc(NC(=O)Nc2ccc(C)cc2)n1	-13	i	4
CC1=Nc2cc(C(=O)N3CCCC3)ccc2Sc2c(C)ccc(C)c21	-29	i	-2
Cn1c(=O)c2c(nc(N/N=C/c3ccc(OC(=O)c4ccco4)cc3)n2Cc2ccccc2Cl)n(C)c1=O	-23	i	4
COc1ccc(CCN(C)CC(O)c2ccccc2)cc1OC (centres undefined)	-25	i	21
N#Cc1cccc(S(=O)(=O)N2CCN(c3ccnc4cc(Cl)ccc34)CC2)c1	2	i	9
Cc1csc(NC(=O)CSc2nnc(CCNC(=O)c3cccs3)n2C)n1	-4	i	7
COC(=O)c1ccccc1NC(=O)CN1CCC(NC(=O)c2ccc(C)cc2)CC1	-21	i	12
CC(=O)Nc1ccc(C(=O)N2CC(=O)NC(=O)C2)cc1	-4	i	11
CCOc1ccc(N2CC(C(=O)Nc3cc(C)on3)CC2=O)cc1 (centres undefined)	-9	i	3
CCOc1ccc(-n2c(SCC(=O)NCc3ccco3)nc3c([nH]c4ccccc43)c2=O)cc1	7	i	12
Cc1ccccc1NC(=O)c1c2c(nc3ccccc13)CCC2	-40	i	23
CN(C)C(CNC(=O)Cc1ccc([N+](=O)[O-])cc1)c1ccccc1 (centres undefined)	-8	i	15
CC(C)(C)NC(=O)Nc1ccc(F)c(Cl)c1	-7	i	18
COc1ccc(-c2nc(CS(=O)CC(=O)NC3CCCCC3C)c(C)o2)cc1OC (centres undefined)	-5	i	10
Cc1noc(C)c1CSc1nnc2scc(-c3ccccc3)n12	1	i	10
O=C(c1ccc(OC2CCN(Cc3ccccc3C(F)(F)F)CC2)cc1)N1CCCCC1	-22	i	23
CCC(CC)C(=O)c1c[nH]c(C(=O)NCC2CCCO2)c1 (centres undefined)	-18	i	16

The list goes on, overlapping the part above by 3 compounds.
SMILES	OX1R antag-1	CHT PAM	OX1R antag-2
Cc1noc(C)c1CSc1nnc2scc(-c3ccccc3)n12	1	i	10
O=C(c1ccc(OC2CCN(Cc3ccccc3C(F)(F)F)CC2)cc1)N1CCCCC1	-22	i	23
CCC(CC)C(=O)c1c[nH]c(C(=O)NCC2CCCO2)c1 (centres undefined)	-18	i	16
O=C(Nc1ccnn1C1CCN(C/C=C/c2ccccc2)CC1)c1ccccc1Cl	-19	i	22
O=C(O)c1cccc(NC(=S)NC(NC(=O)c2cccc([N+](=O)[O-])c2)C(Cl)(Cl)Cl)c1 (centres undefined)	-19	i	20
COC(=O)C(NS(=O)(=O)c1cccc(S(=O)(=O)NC(C(=O)OC)c2ccccc2)c1)c1ccccc1 (centres undefined)	2	i	32
COc1ccc(CCNC(=O)CN2C(=O)c3ccccc3C2=O)cc1	-16	i	18
COCCN(C(=O)CSc1nnc(C)n1Cc1ccccc1)c1c(N)n(Cc2ccccc2)c(=O)[nH]c1=O	-25	i	8
CCOC(=O)c1ccccc1NC1CC(=O)N(c2ccccc2C)C1=O (centres undefined)	6	i	37

Among those listed so far, these contain an NH in an aromatic ring:
SMILES	OX1R antag-1	CHT PAM	OX1R antag-2
COc1cccc(C(=O)N(Cc2ccc3c(c2)OCO3)Cc2nc3ccccc3c(=O)[nH]2)c1	-9	i	57
Cc1nc(SCc2c(F)cccc2Cl)n[nH]1	-3	i	9
Oc1ccccc1N=Nc1nc(-c2ccccc2)c(-c2ccccc2)[nH]1	-9	i	22
CCc1nnc(NC(=O)CSc2nc3[nH]ncc3c(=O)[nH]2)s1	-10	i	10
Cc1ccccc1NC(=S)c1nc2ccccc2[nH]1	-9	i	8
CCC1(CC)Cc2ccccc2-c2[nH]c(=S)[nH]c(=O)c21	-22	i	7
COc1ccc(NC(=O)CSc2n[nH]c(N)n2)cc1OC	-19	i	7
CC1CCN(C(=O)CSc2nc3[nH]ncc3c(=O)[nH]2)CC1	-3	i	18
COc1cc(OC)cc(-c2n[nH]c(=S)n2-c2ccc3c(c2)OCCO3)c1	-17	i	5
Cc1cc(Br)ccc1NC(=O)C1CCN(S(=O)(=O)c2cnc[nH]2)CC1	-10	i	14
N#Cc1ccc(NC(=O)N2CCC(c3nc4c(nnn4Cc4cccc(Cl)c4)c(=O)[nH]3)CC2)cc1	-10	i	3
CCOC(=O)c1c(C)[nH]c(C(=O)COC(=O)c2ccc(N3CCCC3=O)cc2)c1C	-24	i	9
CCOc1ccc(-n2c(SCC(=O)NCc3ccco3)nc3c([nH]c4ccccc43)c2=O)cc1	7	i	12
CCC(CC)C(=O)c1c[nH]c(C(=O)NCC2CCCO2)c1 (centres undefined)	-18	i	16
COCCN(C(=O)CSc1nnc(C)n1Cc1ccccc1)c1c(N)n(Cc2ccccc2)c(=O)[nH]c1=O	-25	i	8

Compound activity (PubChem BioAssay)
